Bioassay records from PubChem BioAssay.
12-LOX inh: Primary qHTS assay for inhibitors of human arachidonate 12S-lipoxygenase (ALOX12): Round 2 | Polyunsaturated fatty acid lipoxygenase ALOX12 (Homo sapiens), P18054 | Potency, µM (titrated, usually from 108 µM), for inactives: top-dose activity change, negative = inhibition, actives largely listed as inhibitors | hit rate 1.1% among 580,000 | purified 12hLO, xylenol orange hydroperoxide absorbance; active means well fitted inhibition curve with a large enough effect; inconclusive means small, poorly fitted or top-dose-only effect, or another doubt; inactive means no such curve, though single readings can be large or run the other way
Target sequence (P18054 whole entry, looked up): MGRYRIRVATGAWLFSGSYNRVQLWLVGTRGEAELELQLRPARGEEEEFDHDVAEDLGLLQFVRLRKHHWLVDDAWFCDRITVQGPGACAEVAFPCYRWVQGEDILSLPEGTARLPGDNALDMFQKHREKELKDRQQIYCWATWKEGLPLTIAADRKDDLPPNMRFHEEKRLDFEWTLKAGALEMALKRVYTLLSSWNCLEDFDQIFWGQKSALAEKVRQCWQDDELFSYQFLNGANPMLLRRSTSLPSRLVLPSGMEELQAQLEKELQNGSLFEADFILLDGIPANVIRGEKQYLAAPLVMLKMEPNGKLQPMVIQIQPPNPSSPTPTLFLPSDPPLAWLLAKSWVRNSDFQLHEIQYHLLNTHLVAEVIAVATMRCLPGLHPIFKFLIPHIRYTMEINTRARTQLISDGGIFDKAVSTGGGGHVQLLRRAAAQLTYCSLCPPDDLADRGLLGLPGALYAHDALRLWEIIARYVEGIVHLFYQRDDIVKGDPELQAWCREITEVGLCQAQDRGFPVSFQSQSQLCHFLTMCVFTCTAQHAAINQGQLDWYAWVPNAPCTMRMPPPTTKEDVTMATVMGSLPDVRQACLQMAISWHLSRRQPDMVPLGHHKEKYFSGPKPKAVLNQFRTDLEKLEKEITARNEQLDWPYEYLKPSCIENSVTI
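Purified human 12hLO (150 nM final) in 25 mM Hepes, 0.01% Triton X-100, pH 7.0 was preincubated 15 min at room temperature with compound. Then 40 uM arachidonic acid was added, 30 min. Hydroperoxide was read by Fe-XO absorbance ratio 573/405 nm.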
Starred values were filed as active, the others as inactive; ? = inconclusive; & = joins results of further samples; [ ] = remark or other dose. On the % scale 0 is the no-effect control and ±100 the full control effect; potency means the concentration at half of the fitted maximal effect. These rows are one share of the data. The share of hits here may be higher or lower than overall.

Preview (6 entries):
SMILES	12-LOX inh
CCC[C@H]1CN(C(=O)c2cccc(N3CCOCC3)c2)C[C@@H]1N	-19%
CC1=C(c2ccccc2)C(=O)C(C)(C)CC1=O	8%
Cc1nc(C)c(C(=O)N2CCCC(N(C)C)CC2)s1 (stereo unspecified)	34%[activator]
Cc1cnc(CCNC(=O)Nc2ccccc2F)n1C1CCC1	83%[activator]
Cc1nc2c(c(NC3CC3)n1)CCN(C(=O)CCc1ccncc1)CC2	30%[activator]
CN(C(=O)CC(c1cccc(O)c1)c1cccc(Cl)c1)C1CCOCC1 (stereo unspecified)	41%[activator]

Main list, previewed entries included:
SMILES	12-LOX inh
CCC[C@H]1CN(C(=O)c2cccc(N3CCOCC3)c2)C[C@@H]1N	-19%
CC1=C(c2ccccc2)C(=O)C(C)(C)CC1=O	8%
Cc1nc(C)c(C(=O)N2CCCC(N(C)C)CC2)s1 (stereo unspecified)	34%[activator]
Cc1cnc(CCNC(=O)Nc2ccccc2F)n1C1CCC1	83%[activator]
Cc1nc2c(c(NC3CC3)n1)CCN(C(=O)CCc1ccncc1)CC2	30%[activator]
CN(C(=O)CC(c1cccc(O)c1)c1cccc(Cl)c1)C1CCOCC1 (stereo unspecified)	41%[activator]
Cc1cnc(C(=O)NCC2Cn3cccc3C(=O)N2CC(C)C)cn1 (stereo unspecified)	30%
CCCCCCCCN1C(=O)[C@@H](CC(=O)NCC23CC4CC(CC(C4)C2)C3)C[C@@]2(C(=O)OC)C1=C[C@H](C(C)(C)C)O[C@@H]2C	-8%
O=C(CCc1cc2n(n1)CCNC2)N1CCN(C(=O)c2cccs2)CC1	?
CS(=O)(=O)N1CCN(C(=O)c2cccs2)C[C@H]1C(=O)N[C@H]1CCCNC1=O	29%[176 µM]
Fc1ccc(-c2cnc([C@@H]3COCCN3Cc3cnc4ccccc4c3)[nH]2)cc1	-1%[176 µM]
CN(C)C(=O)c1ccc(Nc2cc3c(cn2)cc(-c2cccnc2)n3Cc2ccccc2)cc1	4%
CCNC(=O)[C@@H]1C[C@H](NC(C)=O)CN1C1CCN(c2ccc(C)cc2)CC1	-22%
COc1ccc(NC(=O)c2cc3n(n2)CC(c2ccc4c(c2)OCO4)OC3)cc1 (stereo unspecified)	59%[activator]
O=C(c1cccc(F)c1)N1CCC(c2n[nH]c(=O)n2-c2ccccc2)CC1	?
COC1C(=O)N(CC2CC2)C12CCN(S(=O)(=O)c1cccc3cccnc13)CC2 (stereo unspecified)	?
CC(=O)NCC(=O)N1CCCC(Nc2ccc(F)cc2)C1 (stereo unspecified)	36%
COc1cccc(C2Cn3nnc(-c4nc(-c5ccc(OC(F)(F)F)cc5)no4)c3CO2)c1 (stereo unspecified)	12%
O=C1CCCN1CCCN1C(=O)[C@@H]2C[C@@H](O)CN2C2(CN(C3CCC(F)(F)CC3)C2)C1=O	5%
O=C(NC1C[C@H]2CC[C@@H](C1)N2C(=O)Cc1ccccc1)c1ccncc1 (stereo partly specified)	23%
COc1cccc(OCc2nc3c(n2Cc2ccccc2)C(=O)N(Cc2ccccc2C#N)CCN3)c1	-3%
CN(C)C[C@@H]1CN(c2ccncn2)C[C@H]1NC(=O)COc1ccc(F)cc1	63%[activator]
O=C(c1ccccn1)N1CCC(Cc2nc(C3CC3)n[nH]2)C1 (stereo unspecified)	38%
COC(=O)[C@@H]1Cc2ncn(Cc3ccc(Cl)cc3)c2CN1Cc1cccc(C#N)c1	33%[activator][176 µM]
O=C(Cc1c(F)cccc1Cl)NCC(=O)N1CCN(c2ccccn2)CC1	16%
COCCCNC(=O)C1(CCO)CCN(c2ncccn2)C1 (stereo unspecified)	14%
Cc1ccc(C(N)=O)cc1Nc1nccc(-c2cn(C(C)C)c3cnccc23)n1	-23%[57.4 µM]
CC(C)CC1=NS(=O)(=O)c2cc(NC(=O)C3CC3)ccc2N1c1ccccc1	30%
O=C(O)[C@]12CCCN[C@@H]1CCN(Cc1ccccc1OCCn1ccnc1)C2	?
O=C1Nc2ccc(-c3ccc(Cl)cc3)cc2C(=O)N2CCN(C(=O)NC3CCCCC3)C[C@H]12	-3%
Cc1noc(-c2cn(C3CCCN(C(=O)c4ccc(C)c(C)c4)C3)nn2)n1 (stereo unspecified)	10%
CCc1ccc(C(=O)N2CCC([C@@H]3CNC[C@H]3CO)CC2)cc1	16%
O=C([C@@H]1C[C@H](F)CN1S(=O)(=O)c1ccc(F)cc1)N1CCOCC1	30%
Cc1nnc2n1CCC(N(C)C(=O)NCCc1ccccc1)CC2 (stereo unspecified)	32%[activator]
O=C(c1cn(-c2ccccc2)nn1)N1CCCCCC1c1ccco1 (stereo unspecified)	29%
COc1cccc(-c2cc3c(Nc4cc(OC)c(OC)c(OC)c4)nccc3[nH]2)c1	-17%
CNCCN1C(=O)CC[C@H]2CN(C(=O)c3ccc(Cl)cn3)CC[C@H]21	?
NC(=O)[C@@H]1CN(C(=O)CC2=CCCCC2)C[C@H]1COc1ccccc1	5%
CC[C@H]1CN(S(=O)(=O)c2ccc(OC)cc2)CC[C@H]1CC(=O)NCCSC	53%[activator][176 µM]
CC(=O)N1C[C@@H](CO)[C@@H](N(C)C(=O)Nc2cccc3ccccc23)C[C@H]1c1ccccc1	0%
COc1cccc(-c2ccnc3nc(C4CCC4)nn23)c1	17%
CCC(CC)C(=O)NC[C@H]1O[C@@H](CC(=O)N2CCN(c3ccc(F)cc3)CC2)[C@H](O)[C@@H]1O	?
COc1ccc(-c2nc(C3CC(=O)N(C4CCCCC4)C3)no2)cc1 (stereo unspecified)	5%
NC(=O)[C@H](CCC(=O)O)NC(=O)C1=C[C@@H](NC(=O)CC2(CC(=O)O)CCCC2)[C@@H](O)[C@H](O)C1	19%
CC#CCn1cc2c3c(cccc31)[C@H](CC(C)C)N[C@H](C(=O)NC1CCCC1)C2	14%[176 µM]
CCCOC(=O)N1CCCC(c2nnc(CN3CCOCC3)n2C)C1 (stereo unspecified)	?
Cc1nnsc1C(=O)N[C@H]1CCN(C(=O)COCC(=O)O)[C@H](C(=O)N[C@H](CC(C)C)C(N)=O)C1	11%
Cc1cccc(NC(=O)CC2=C3CCCCC3NC2=O)c1 (stereo unspecified)	30%
O=C(Nc1ccc2c(c1)CN(Cc1ccc(Cl)cc1)C(=O)CO2)c1ccc(F)cc1F	?
CC(C)(C)C(c1nc2ccccc2[nH]1)n1c(Cc2csc3ccccc23)nc2ccccc21 (stereo unspecified)	1%
C[C@H]1[C@@H]2[C@@H](O)C([C@H](C)C(=O)NC3CCCCC3)CC[C@@]2(C)CC[C@@H]1NC(=O)Cc1ccccc1 (stereo partly specified)	46%
COc1ccc(CN2CCCn3nc(C)c(-c4ccccc4C(C)C)c32)cc1O	-2%[176 µM]
COc1ccc(O[C@H]2COCCN(C(=O)c3ccc(OC)cc3)C2)cc1	-2%[176 µM]
Cc1cc2c(nc1C)CCCN2Cc1ccccc1C(F)(F)F	-4%
C#CCNC(=O)C1CCc2nnc(C3CCN(C(=O)c4ccccc4)CC3)n21 (stereo unspecified)	6%[6.33 µM]
CSc1cccc(NC(=O)Cn2c(N3CCc4ccccc4C3)nc(C)cc2=O)c1	-2%
COc1ccccc1CC(=O)NCc1cccnc1-n1cnc2ccccc21	16%
COc1ccc(N2Cc3c(ncnc3N3CCN(C(C)=O)CC3)N(C)CC2=O)cc1	17%
O=C([C@@H]1C[C@H](F)CN1C(=O)c1ccsc1)N1CCCCC1	11%
Cc1nn(-c2ccc(F)cc2)c(Oc2cccc(F)c2)c1CCC(=O)NCC1CC1	-14%

(continued)
SMILES	12-LOX inh
COc1cccc(CN2Cc3cc(NS(=O)(=O)c4ccccc4)ccc3OCC2=O)c1OC	10µM*
c1ccc(-c2noc(-c3cncnc3Nc3ccc4c(c3)OCCO4)n2)cc1	54%[activator]
CN1CCC(N2CCN(C(=O)CCc3ccnc(N4CCOCC4)c3)CC2)CC1	21%
O=C(NC1CCCCC1)[C@@H]1C[C@@H](O)CN1C1CCN(C(=O)c2ccc3c(c2)OCO3)CC1	7%
CC1(c2cccnc2)N(CCOc2ccccc2)C(=O)OC12CCN(C(=O)c1cccc(Cl)c1)CC2 (stereo unspecified)	2%
Cc1c(-c2ccccc2)[nH]c2c(CNC(=O)Cn3ccc(=O)[nH]c3=O)cc(Cl)cc12	7%
O=C(c1cc2n(n1)CC(c1ccc3c(c1)OCO3)OC2)N1CCN(c2ccccc2)CC1 (stereo unspecified)	11%
C[C@@H]1CN(Cc2cc(C(N)=O)oc2C(C)(C)C)CC[C@@]1(O)C1CCC1	10%
C[C@H]1CCCN1C(=O)c1nnc(CNc2ccc(OC(F)(F)F)cc2)n1-c1ccccc1	15%
Cc1noc(-c2cccc(OC3CN(S(=O)(=O)c4c(C)noc4C)C3)c2)n1	9%
COc1ncccc1-c1cccc(COc2ccc3c(cnn3CC[S+](C)(=O)[O-])c2)c1	-4%[176 µM]
Cn1ncc(N2CCC(NC(=O)Cc3ccsc3)CC2)cc1=O	?

Part of the list above, as a markdown table.
| smiles | 12-LOX inh |
| --- | --- |
| c1ccc(-c2noc(-c3cncnc3Nc3ccc4c(c3)OCCO4)n2)cc1 | 54%[activator] |
| CC1(c2cccnc2)N(CCOc2ccccc2)C(=O)OC12CCN(C(=O)c1cccc(Cl)c1)CC2 (stereo unspecified) | 2% |
| O=C(NC1CCCCC1)[C@@H]1C[C@@H](O)CN1C1CCN(C(=O)c2ccc3c(c2)OCO3)CC1 | 7% |
| Cc1noc(-c2cccc(OC3CN(S(=O)(=O)c4c(C)noc4C)C3)c2)n1 | 9% |

Further records follow.
SMILES	12-LOX inh
Cc1ccc(CN2CCCN(Cc3ccncc3)C(c3ccccc3)CC(=O)NCC2)s1 (stereo unspecified)	33%
CC(=O)Nc1ccc(CN2CCC3(CC2)COc2ccccc2NC3=O)cc1	45%[activator]
COC(=O)c1ccc(N2C[C@H]3OC(=O)N(CCc4ccc(OC)cc4)[C@H]3C2)nc1	26%
O=C1Cc2c(-c3ccc(F)cc3F)n[nH]c2CN1CCc1ccncc1	32%[activator][176 µM]
COc1ccccc1CCn1cnc(-c2ccccc2OC)c1CC(C)C	?
Cc1nc(CCCNC(=O)[C@H]2CCC[C@@H](O)C2)sc1C	21%
CN1C(=O)c2cccn2CC1C(=O)NC1CCCCCC1 (stereo unspecified)	35%[activator]
CCCN(CC1CCOC1)S(=O)(=O)c1ccc(C)c(Cl)c1 (stereo unspecified)	36%[activator]
O=C(COc1cccc(-n2cnnc2)c1)NC1CCCc2c1[nH]c1ccccc21 (stereo unspecified)	?
O=C1CC(c2ccccc2)N(C(=O)C2CC2)CCCN(C(=O)c2cccs2)CCN1 (stereo unspecified)	51%[activator]
O=C(c1ccco1)N1CCC(F)(c2nc(-c3ccncc3)no2)CC1	9%
Cn1c([C@H]2CCN(C3CCOCC3)C2)nc2ccccc21	108%[activator][176 µM]
COc1cccc(C(=O)N[C@@H](Cc2cccnc2)C(=O)N2CCC[C@H]2C(=O)NCCc2ccccc2Cl)c1	-23%
Cc1noc(C)c1[S+](=O)([O-])N1CCC2(COC(=O)N2Cc2ccccc2)C1 (stereo unspecified)	-2%[176 µM]
O=[S+]1([O-])NCC2(CCN(CC3CCCCC3)CC2)Nc2ccccc21	4%
COc1ccc(CN2C[C@@H](CO)[C@H](NC(=O)C3CCC3)C2)cc1	-5%
CC1(CNc2ccccc2)COc2ccc(C(=O)NCc3cccc(F)c3)cc2N1 (stereo unspecified)	-10%[176 µM]
CCCC1(CO)CCCN(Cc2cc(-c3ccc(C)cc3)no2)C1 (stereo unspecified)	?
Cc1noc(-c2ccc(C(C)(C)C)cc2)c1C(=O)NCc1ccc(F)cc1F	-2%
Cc1ccc(-c2cn3c(n2)N(C(=O)c2nc4ncccn4n2)CCC3)cc1	16%
CC(C)n1cc(C(=O)N2CCCC(c3nnc(Cn4ccnc4)n3C)C2)cn1 (stereo unspecified)	20%
O=[S+]([O-])(c1cccc(C(F)(F)F)c1)N1CCC2(CCN(Cc3cccs3)c3ccccc3O2)CC1	31%&44%[activator]
Cc1ccccc1CN1CCOc2cc([S+](=O)([O-])Nc3nncs3)ccc2C1	5%[176 µM]
COc1ccccc1-c1ccnc(-c2nnc(C)n2CCN2CCOCC2)c1	?
O=C(Nc1cccc(-c2cscn2)c1)C1CCN(C(=O)C2CCCO2)CC1 (stereo unspecified)	29%
Cc1nn2c(c1-c1ccccc1OCc1ccccc1)N(C(=O)COc1ccccc1C(N)=O)CCC2	-17%
CC(C)CCC(=O)N1CCC2(CC1)N(c1ccccc1)C(=O)CS2(=O)=O	31%
COCCc1noc(CC2CCOC3(CCN(C(=O)C4CCCC4)CC3)C2)n1 (stereo unspecified)	4%
CC(C)NC(=O)NC[C@H]1O[C@@H](CO)[C@@H](O)[C@H]1N1CCN(c2ccccn2)CC1	?
C#CCN1C[C@@]2(O)CC[C@@H](O)[C@@H](OC)[C@@H]2[C@@]1(C)[C@H](O)CC=C(C)C	0%
COc1ccc(-c2cc(N3CCCC(NC(=O)c4ccc(F)c(Cl)c4)C3)n[nH]2)cc1 (stereo unspecified)	?
COCCN1C(=O)[C@H]2CN(Cc3ccc(C)c(C)c3)C[C@H]2C1=O	21%
CC1Oc2ccc(NC(=O)c3ccc(F)cc3F)cc2CN(Cc2ccccc2Cl)C1=O (stereo unspecified)	0%
Cc1ccccc1CNC(=O)[C@@]12CCCC[C@H]1N(C)C(=O)CC2	12%
CC[C@H]1CN(S(=O)(=O)c2ccc(OC)cc2)CC[C@H]1CC(=O)N1CCC(C(=O)OC)CC1	-4%
